Assay outcomes as filed in PubChem BioAssay.
GPR7 antag = GPR7 receptor antagonists, primary screen, cell-based, fluorescence, single concentration. Neuropeptides B/W receptor type 1 (Homo sapiens), P48145. GPR7-expressing cells, fluorescence antagonist assay. inhibition, % at 4.4 µM. actives 1.1% (n = 290,000). AID 1861, 2009; in the data active means inhibition above about 16%, passing the limit was not always enough;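 further: cells stimulated with the agonist NPW; 0% = agonist with vehicle and 100% = vehicle without agonist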
Target sequence (P48145 whole entry, looked up): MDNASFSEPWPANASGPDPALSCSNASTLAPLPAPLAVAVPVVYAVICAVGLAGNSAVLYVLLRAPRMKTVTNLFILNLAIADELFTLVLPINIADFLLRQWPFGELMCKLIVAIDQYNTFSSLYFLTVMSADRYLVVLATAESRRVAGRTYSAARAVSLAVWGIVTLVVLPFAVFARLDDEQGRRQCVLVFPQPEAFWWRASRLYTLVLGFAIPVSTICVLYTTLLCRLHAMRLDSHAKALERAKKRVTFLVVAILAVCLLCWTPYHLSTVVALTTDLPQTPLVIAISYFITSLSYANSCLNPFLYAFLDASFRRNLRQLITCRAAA
MEKK2 WT-MEK5 = modulators of MEK5 binding to wildtype MEKK2, primary screen, biochemical, multiplex bead flow cytometry, Alexa488-MEK5 | Alexa488-MEK5 binding to MEKK2 WT; actives lie on both sides | binding response (% of control), % at 10 µM | actives 1.1% (n = 290,000) | AID 1531, 2009; in the data active means binding response below about 67% or above about 130%
NALP1 yeast inh = NALP1 inflammasome inhibitors in reconstituted yeast, colorimetric, S. cerevisiae, triplicate retest; S. cerevisiae NALP1/ASC/caspase-1 growth, X-gal OD620, 72 h; inhibition, % at 10 µM; actives 0.61% (n = 280,000); AID 2071, 2009; in the data active means inhibition mostly above about 24%, no sharp cut-off; inactive means mostly below about 32%; further: some compounds called inactive have numbers as strong as hits
MEKK2 mut-MEK5 = MEK5 binding signal on mutant MEKK2 PB1, primary screen, biochemical, multiplex bead flow cytometry, Alexa488-MEK5; percent response, % at 10 µM; Alexa488-MEK5 binding to MEKK2 mutant; AID 1530, 2009; actives 0.35% (n = 290,000); in the data active means percent response above about 24%, passing the limit was not always enough; further: inactives centre near 1; some results filed as inactive read as strong as hits; reference of the scale not given here
MEKK3 PB1 HTS = modulators of MEKK3-MEK5 PB1 binding, primary screen, biochemical, wildtype MEKK3, multiplex bead flow cytometry, Alexa488-MEK5. Mitogen-activated protein kinase kinase kinase 3 (Homo sapiens), Q99759. bead-based flow cytometry, Alexa488-MEK5 binding to MEKK3; actives lie on both sides; 0 = blocked by unlabeled MEK5, 100 = vehicle. binding response (% of control), % at 10 µM. actives 1.4% (n = 290,000). AID 1529, 2009;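 active means binding response more than 3 SD above or below the average of its plate-row segment, actives on both sides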;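 further: Alexa488 bead fluorescence after subtracting the streptavidin-only scavenger bead signal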
PHOSPHO1 inh = PubChem AID 1565; Phosphoethanolamine/phosphocholine phosphatase (Homo sapiens), Q8TCT1; actives 1.1% (n = 290,000); recombinant PHOSPHO1, absorbance phosphatase assay; inhibition, % at 13.3 µM; in the data active means inhibition above about 60%
Target sequence (Q8TCT1 whole entry, looked up): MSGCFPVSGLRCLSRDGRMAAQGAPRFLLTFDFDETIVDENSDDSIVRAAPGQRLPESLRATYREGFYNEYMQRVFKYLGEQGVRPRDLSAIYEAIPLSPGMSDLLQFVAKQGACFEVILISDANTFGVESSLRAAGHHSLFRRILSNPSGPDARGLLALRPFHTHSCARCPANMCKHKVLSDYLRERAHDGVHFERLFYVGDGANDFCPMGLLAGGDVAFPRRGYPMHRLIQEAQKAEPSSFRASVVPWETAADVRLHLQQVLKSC
FID counter = compounds displacing fluorescent DNA intercalator, primary screen, artefact control for HCV NS3 helicase inhibitor project, biochemical, FID fluorescence; actives 0.17% (n = 290,000); inhibition, % at 7.9 µM; DNA fluorescent intercalator displacement; AID 1845, 2009; in the data active means inhibition above about 37%;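 further: 0% = vehicle and 100% = reference compound; higher means more ethidium bromide displaced from hairpin DNA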
M18AAP inhibitor = PfM18AAP inhibitors, malaria aminopeptidase, primary screen, biochemical, QFRET, recombinant enzyme; M18 aspartyl aminopeptidase (Plasmodium falciparum 3D7); H-Glu-NHMec fluorogenic cleavage; inhibition, % at 7.35 µM; actives 1.2% (n = 290,000); AID 1822, 2009;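 active means inhibition above the campaign mean inhibition over all tested compounds plus 3 SD, cut at about 28% in these data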;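 further: 0% = plate median of test compound wells and 100% = 2 mM ZnCl2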
OXTR agonist = human OXTR agonists, primary screen, fluorescence, CHO-OTR cells, Fluo-8 calcium. Oxytocin receptor (Homo sapiens), P30559. Fluo-8 calcium fluorescence; normalized: DMSO 0%, oxytocin 100%. activation, % at 3 µM. actives 0.32% (n = 320,000);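 active means activation above the mean of all tested compounds plus 3 SD, cutoff set per screening run, cut at about 20% in these data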;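 further: peak over basal fluorescence ratio from a 100 s FLIPR kinetic read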
Target sequence (P30559 whole entry, looked up): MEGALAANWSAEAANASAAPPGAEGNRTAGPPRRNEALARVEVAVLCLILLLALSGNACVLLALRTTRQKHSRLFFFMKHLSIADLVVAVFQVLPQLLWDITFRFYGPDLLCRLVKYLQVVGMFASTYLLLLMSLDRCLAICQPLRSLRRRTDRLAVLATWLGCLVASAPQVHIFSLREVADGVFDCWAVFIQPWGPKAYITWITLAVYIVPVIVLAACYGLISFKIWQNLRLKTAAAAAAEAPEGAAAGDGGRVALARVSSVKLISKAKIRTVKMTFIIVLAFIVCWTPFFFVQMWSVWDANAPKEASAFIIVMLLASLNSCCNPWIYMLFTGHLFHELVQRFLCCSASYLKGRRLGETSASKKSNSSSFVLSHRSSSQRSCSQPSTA
Active calls of the source: *; . = no result given.

Sequence of screens: GPR7 antag	MEKK2 WT-MEK5	NALP1 yeast inh	MEKK2 mut-MEK5	MEKK3 PB1 HTS	PHOSPHO1 inh	FID counter	M18AAP inhibitor	OXTR agonist
1	O=C(Cn1cnc2cc([N+](=O)[O-])ccc2c1=O)Nc1ccc(Br)cc1
 : -4	105	-2	2	104	15	24	4	1.8
2	CC(C)CCNC(=O)C(=O)Nc1cc2c3c(c1)CCC(=O)N3CCC2
 : 9	101	34	0	100	24	-43	-6	0.8
3	COc1ccc(NC(=O)CCCN2C(=O)CCC2=O)cc1Cl
 : -3	107	16	3	104	15	-1	-1	0.3
4	CCN(CC)S(=O)(=O)c1cccc(C(=O)NC(C(=O)Nc2nnc(C3CC3)s2)C(C)C)c1 (stereo not given)
 : 1	95	-15	-3	96	6	-21	0	-0.9
5	O=C(CSc1ccccc1)NCc1ccco1
 : -13	102	-70	4	105	34	-2	12	-1.2
6	CC(C)/C=C(/C(=O)c1ccc(Cl)cc1Cl)n1cncn1
 : 3	111	9	9	111	24	-6	49*	-0.2
7	Cc1ccc(OCC(=O)N/N=C/c2cccn2C)cc1C
 : -8	94	-5	-7	92	17	-23	2	0.9
8	CCOC(=O)C1=NN(C(=O)c2ccco2)C2(CC2)C1
 : -2	100	21	-2	109	2	-2	0	-2.4
9	O=C(CN1CCCCC1)Nc1cccc(Oc2ccccc2)c1
 : -5	110	80	5	94	4	12	3	-1.4
10	N#Cc1cc2c(nc1SCc1ccccc1)CCCC2=O
 : -16	98	13	1	101	-17	-2	6	-1.2
11	CN(C)c1ccc(NC(=O)CN2CCN(c3ccc(F)cc3)CC2)cc1
 : -3	101	11	6	100	14	-24	5	0.4
12	CC(O)c1cc2c(cc1NC(=O)c1cnn3c1NC(c1ccco1)CC3C(F)(F)F)OCO2 (stereo not given)
 : -9	103	-5	0	104	-40	-23	29*	0.4
13	O=C1CSC(c2ccc(F)c(F)c2)N1c1ccccc1F (stereo not given)
 : -8	103	7	2	106	24	-5	-1	-1.7
14	CN(Cc1cc2ccccc2[nH]c1=O)C(=O)c1cccs1
 : -5	99	4	-9	105	-28	5	4	0.9
15	Cc1cc(C)cc(NC(=O)Cn2nnc(C(=O)NCc3ccc4c(c3)OCO4)c2N)c1
 : 21	108	15	3	102	22	-29	0	1.4
16	CCOc1ccc(S(=O)(=O)Nc2ccc(S(=O)(=O)N3CCCCC3)cc2)cc1
 : -12	91	1	-1	99	21	-18	8	0.3
17	CCOC(=O)C(NC(C)=O)(Nc1ccc(S(=O)(=O)Nc2onc(C)c2C)cc1)C(F)(F)F (stereo not given)
 : -6	107	4	3	103	-23	-8	2	-0.1
18	O=C(COC(=O)c1cc2ccccc2cc1O)c1ccccc1
 : -2	103	4	6	98	37	-5	-15	0.7
19	CCCS(=O)(=O)N1CCN=C1SCc1cccnc1
 : -10	98	-3	-10	104	3	-14	1	0.0
20	CCNCc1ccc(OCc2ccccc2F)c(OC)c1
 : -7	106	8	3	104	-32	7	-15	1.5
21	C/C(=N\NC(=O)C(N)=O)c1ccc(OC(F)F)cc1
 : -13	103	-5	4	103	1	-2	7	-1.2
22	COC(C(=O)N/N=C(\C)CC(=O)Nc1ccc(Cl)cc1C)c1ccccc1 (stereo not given)
 : -1	92	0	-8	98	16	-9	2	-1.3
23	COC(=O)c1ccc(NC(=O)Nc2ccc(C)cc2)cc1
 : 3	105	8	2	99	7	-7	3	7.9
24	CCCCCOC(=O)Cc1c(C)nc(-c2ccccc2)[nH]c1=O
 : 16	104	-5	8	104	-3	-6	2	-0.2
25	CS(=O)(=O)c1ccc2c(c1)sc1nc(=O)c(/C=C3/C=CC(=O)C(O)=C3)c(N)n12
 : -11	84	12	-21	91	37	-2	58*	1.4
26	CC1=C(CO)C(=O)OC([C@@H](C)C2CC[C@H]3C4C[C@H]5O[C@]56[C@@H](O)C=CC(=O)[C@]6(C)C4CC[C@]23C)C1 (stereo not given in full)
 : .	103	-12	3	105	27	.	.	0.9
27	COc1ccc(OC)c(C(=O)CSc2nnc(-c3cccnc3)n2C)c1
 : -12	100	-3	0	102	-60	2	-8	-0.4
28	CCN(Cc1ccncc1)C(=O)c1cccc(S(=O)(=O)N2CCOCC2)c1
 : -5	102	-22	2	100	-1	-8	4	0.5
29	CCOc1ccc(C(=O)NCC(=O)OCc2cc(C(C)=O)ccc2OC)cc1
 : 7	83	22	12	102	-7	-15	1	-1.8
30	CC(CCc1ccccc1)NC(=O)c1ccc(C(=O)NC(C)CCc2ccccc2)cc1 (stereo not given)
 : -11	.	-6	.	.	0	-4	-1	1.0
31	CC1CC(c2ccccc2)n2nc(NC(=O)c3ccco3)nc2N1 (stereo not given)
 : -3	110	-6	3	103	29	-4	-10	1.0
32	CN(CCCNC(=O)C1CCC(CNS(=O)(=O)c2ccccc2)CC1)Cc1ccccc1 (stereo not given)
 : 4	103	5	4	102	38	12	-5	1.6
33	CCc1ccc(S(=O)(=O)N2CC(=O)Nc3ccccc32)cc1
 : -12	98	1	3	100	-1	-1	8	0.0
34	O=C(c1ccncc1)c1ccc(N2CCN(C3CC(=O)N(Cc4cccs4)C3=O)CC2)cc1 (stereo not given)
 : 1	101	8	-1	95	47	-32	2	10
35	CCc1nn(CC(=O)N2CCC(C(N)=O)CC2)c(=O)c2cc3occc3n12
 : -10	99	-5	3	102	44	-6	5	0.8
36	CCn1c(-c2ccc(N)cc2)nc2ccccc21
 : -12	102	-2	3	102	-3	-1	4	0.0
37	CCOc1ccc(-c2cc(CCCC(=O)Nc3cccc(OC)c3)no2)cc1
 : 11	106	25	5	105	8	-19	-7	-0.8
38	COc1ccc(CC(=O)Nc2ccccc2NC(=O)c2ccco2)cc1OC
 : -7	99	3	1	100	26	1	-3	0.6
39	CC(Sc1nc(N)cc(=O)[nH]1)C(=O)Nc1cccc(Cl)c1 (stereo not given)
 : -7	92	12	-2	94	-12	-7	-4	0.7
40	COc1ccccc1NC(=O)CCCN1C(=O)C(c2ccccc2)Oc2cccnc21 (stereo not given)
 : -5	101	9	3	102	32	-42	3	0.8
41	Cc1ccc(S(=O)(=O)NN2C(=O)c3ccccc3NC2c2ccccc2O)cc1 (stereo not given)
 : -19	110	8	0	111	-5	-8	11	0.3
42	Cc1cc(C(=O)NN)n[nH]1
 : -10	115	.	21	119	37	-5	5	1.1
43	O=C(Nc1ccc2c(c1)OCO2)c1cc2ncc(Br)cn2n1
 : -10	110	5	13	109	11	-2	-2	.
44	Cc1ccc(S(=O)(=O)c2cc3c(=O)n4ccccc4nc3n(C)c2=N)cc1C
 : -8	107	12	9	103	41	10	0	-0.8
45	Cc1sc2nc(SCC(=O)NCCCO)n(-c3ccccc3)c(=O)c2c1C
 : -11	110	14	8	104	24	-9	8	-0.7
46	O=C(CN1CC(c2ccccc2)CC1=O)N/N=C/c1cc(Br)ccc1O (stereo not given)
 : -7	106	15	0	141*	-8	-35	27	4.1
47	CSc1ccccc1N1CCN(C(=O)Nc2ccc3c(c2)NC(=O)CO3)CC1
 : 1	98	-1	-2	98	-135	-18	3	4.2
48	CC(C)Sc1nc2ncnc(N)c2[nH]1
 : 2	87	-5	-11	93	28	-1	12	-0.1
49	c1ccc(-n2ncc3c(N4CCCCC4)ncnc32)cc1
 : 0	109	11	3	108	35	-13	-14	-1.1
50	CCC(C)(C)NC(=O)C(c1ccccc1Cl)N(C(=O)CCC(=O)Nc1cc(C)on1)C(C)(C)C (stereo not given)
 : 6	100	16	-4	102	-39	-55	-11	-1.8
51	CC(=O)/C(N=Nc1nc2c([nH]1)c(=O)n(C)c(=O)n2C)=C(\C)O
 : -12	100	7	-1	101	33	-28	4	-0.4
52	Cc1ccc(-n2ncc3c(=O)n(CC(=O)N4CCCc5ccccc54)cnc32)cc1C
 : -16	97	19	1	104	14	-4	-14	.
53	COc1cccc(N2CCN(c3ccc4nnc(CCC(=O)Nc5cccc(C(C)=O)c5)n4n3)CC2)c1
 : -9	101	8	3	101	53	-23	8	-0.2
54	CC1(C)CC(=O)C2=C(C1)Nc1ccccc1NC2c1ccccc1F (stereo not given)
 : -10	98	7	0	101	8	-9	-4	0.7
55	Cc1ccc(Sc2ncccc2C(=O)NCc2cc([N+](=O)[O-])ccc2O)cc1C
 : -15	102	-4	2	103	3	5	3	.
56	C=CCC(=O)N1CCCC(CCC(=O)NCc2ccccc2F)C1 (stereo not given)
 : -5	95	2	-2	97	34	-6	0	-1.6

13 structures out of the list, sorted by heavy-atom count, high to low.
Sequence of screens: GPR7 antag	MEKK2 WT-MEK5	NALP1 yeast inh	MEKK2 mut-MEK5	MEKK3 PB1 HTS	PHOSPHO1 inh	FID counter	M18AAP inhibitor	OXTR agonist
53	COc1cccc(N2CCN(c3ccc4nnc(CCC(=O)Nc5cccc(C(C)=O)c5)n4n3)CC2)c1
 : -9	101	8	3	101	53	-23	8	-0.2
50	CCC(C)(C)NC(=O)C(c1ccccc1Cl)N(C(=O)CCC(=O)Nc1cc(C)on1)C(C)(C)C (stereo not given)
 : 6	100	16	-4	102	-39	-55	-11	-1.8
40	COc1ccccc1NC(=O)CCCN1C(=O)C(c2ccccc2)Oc2cccnc21 (stereo not given)
 : -5	101	9	3	102	32	-42	3	0.8
41	Cc1ccc(S(=O)(=O)NN2C(=O)c3ccccc3NC2c2ccccc2O)cc1 (stereo not given)
 : -19	110	8	0	111	-5	-8	11	0.3
44	Cc1ccc(S(=O)(=O)c2cc3c(=O)n4ccccc4nc3n(C)c2=N)cc1C
 : -8	107	12	9	103	41	10	0	-0.8
45	Cc1sc2nc(SCC(=O)NCCCO)n(-c3ccccc3)c(=O)c2c1C
 : -11	110	14	8	104	24	-9	8	-0.7
46	O=C(CN1CC(c2ccccc2)CC1=O)N/N=C/c1cc(Br)ccc1O (stereo not given)
 : -7	106	15	0	141*	-8	-35	27	4.1
54	CC1(C)CC(=O)C2=C(C1)Nc1ccccc1NC2c1ccccc1F (stereo not given)
 : -10	98	7	0	101	8	-9	-4	0.7
56	C=CCC(=O)N1CCCC(CCC(=O)NCc2ccccc2F)C1 (stereo not given)
 : -5	95	2	-2	97	34	-6	0	-1.6
51	CC(=O)/C(N=Nc1nc2c([nH]1)c(=O)n(C)c(=O)n2C)=C(\C)O
 : -12	100	7	-1	101	33	-28	4	-0.4
49	c1ccc(-n2ncc3c(N4CCCCC4)ncnc32)cc1
 : 0	109	11	3	108	35	-13	-14	-1.1
48	CC(C)Sc1nc2ncnc(N)c2[nH]1
 : 2	87	-5	-11	93	28	-1	12	-0.1
42	Cc1cc(C(=O)NN)n[nH]1
 : -10	115	.	21	119	37	-5	5	1.1

Arranged by SMILES length (falling): 3 of the compounds above.
Sequence of screens: GPR7 antag	MEKK2 WT-MEK5	NALP1 yeast inh	MEKK2 mut-MEK5	MEKK3 PB1 HTS	PHOSPHO1 inh	FID counter	M18AAP inhibitor	OXTR agonist
51	CC(=O)/C(N=Nc1nc2c([nH]1)c(=O)n(C)c(=O)n2C)=C(\C)O
 : -12	100	7	-1	101	33	-28	4	-0.4
54	CC1(C)CC(=O)C2=C(C1)Nc1ccccc1NC2c1ccccc1F (stereo not given)
 : -10	98	7	0	101	8	-9	-4	0.7
42	Cc1cc(C(=O)NN)n[nH]1
 : -10	115	.	21	119	37	-5	5	1.1
